Screens deposited in PubChem by The Scripps Research Institute Molecular Screening Center.
FBW7 activator = human FBW7 E3 ligase activation, primary screen. Q969H0. AlphaScreen FBW7–phospho-cyclin E peptide binding, activator screen. normalized activity (activation), % at 26.1 µM. actives 0.13% (n = 650,000); in the data active = normalized activity above about 1.9%;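 also: purified mutant Fbw7 with reduced substrate affinity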
Target sequence (Q969H0 whole entry, looked up): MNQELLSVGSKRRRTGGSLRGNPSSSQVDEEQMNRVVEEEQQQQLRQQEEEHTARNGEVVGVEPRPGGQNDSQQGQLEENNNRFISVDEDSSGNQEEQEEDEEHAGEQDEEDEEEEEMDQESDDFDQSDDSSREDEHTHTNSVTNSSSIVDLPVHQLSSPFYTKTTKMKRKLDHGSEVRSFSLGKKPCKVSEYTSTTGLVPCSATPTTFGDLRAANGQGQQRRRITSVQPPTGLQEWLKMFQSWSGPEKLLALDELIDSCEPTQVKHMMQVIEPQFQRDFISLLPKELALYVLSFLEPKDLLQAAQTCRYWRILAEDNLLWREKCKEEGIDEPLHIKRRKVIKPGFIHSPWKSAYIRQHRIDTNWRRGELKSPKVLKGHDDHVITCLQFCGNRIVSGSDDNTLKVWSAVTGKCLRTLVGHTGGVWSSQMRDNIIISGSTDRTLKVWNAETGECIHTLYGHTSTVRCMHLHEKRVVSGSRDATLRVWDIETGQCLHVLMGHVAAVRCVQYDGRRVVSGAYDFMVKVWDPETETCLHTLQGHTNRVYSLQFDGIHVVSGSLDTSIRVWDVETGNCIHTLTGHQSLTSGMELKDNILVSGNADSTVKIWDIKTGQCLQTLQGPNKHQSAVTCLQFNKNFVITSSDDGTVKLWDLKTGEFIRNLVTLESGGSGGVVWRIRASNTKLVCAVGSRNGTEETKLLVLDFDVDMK
TEAD-YAP block = TEAD-YAP interaction inhibition | HEK-TIYL cells, TEAD-Gal4/YAP UAS-luciferase luminescence | actives 1.4% (n = 640,000) | inhibition, % at 9.12 µM; in the data active = inhibition above about 32%;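 also: 0% = median of test compound wells and 100% = reference inhibitor wells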
GPR151 activ = activators of human GPR151. PathHunter beta-arrestin GPR151 cells, luminescence. activation, % at 11.2 µM. AID 1508602. actives 1% (n = 650,000). Q8TDV0; in the data active = activation above about 4.9%;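 also: 0% = median of compound wells and 100% = cells with positive control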
MITF primary = human MITF inhibition, primary screen; actives 0.91% (n = 650,000); AlphaScreen MITF homodimerization, bead proximity signal; inhibition, % at 2.6 µM; AID 1259374; O75030; in the data active = inhibition above about 50%;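 also: 0% = vehicle wells with protein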
Starred values were filed as active, the others as inactive; x = no result given; & = joins results of further samples. This is a random part of the collection. About 3.4% of those tested had a hit in this group.

SMILES	FBW7 activator	TEAD-YAP block	GPR151 activ	MITF primary
COc1ccc(-n2nc3ccc(NC(=S)NC(=O)c4cc5ccccc5o4)cc3n2)cc1	0.1	-3	-0.1	-10
CC(=O)Nc1nc2c(Cl)c(Cl)ccc2s1	-0.1	6	-1.1	-1
O=C(C1CCC1)N1CCc2cc(S(=O)(=O)Nc3cccc(F)c3)ccc21	0.0	3	0.9	13
O=C(COc1ccccc1/C=C1\SC(=O)NC1=O)Nc1ccc(Cl)cc1	-0.1	4	-1.1	9
O=C(COc1ccc([N+](=O)[O-])cc1)Nc1cccc(O)c1	-0.1	-18	-0.1	10
CCOC(=O)C1=C(C)N(c2ccc(OC)cc2)C(=O)/C1=C\c1ccc(C(C)C)cc1	-0.1	1	0.6	-1
CC(=O)Nc1ccc(Cl)c(NC(=O)c2ncoc2-c2cccc(Cl)c2)c1	0.2	3	1.1	-2
CC1(C)CC(=O)C=C(NCCN2CCN(C(=S)Nc3ccccc3)CC2)C1	0.0&0.0&-0.1	2&-5&8	3.9&0.2&-0.2	-4&-3&5
N/C(=N\OC(=O)COc1ccc([N+](=O)[O-])cc1)c1ccc(Cl)cc1	0.7	-4	1.2	18
COC(=O)c1nnn(-c2nonc2N)c1COC(C)=O	0.1	4	-0.5	-23
CC1CCCN(CCCN(Cc2cccs2)C(=S)Nc2ccc(Cl)cc2)C1 (stereo not given)	-0.1	3	1.3	6
COCCn1c(SCc2cccnc2)nnc1-c1ccco1	0.0	11	1.8	9
COC(=O)c1ccc(Nc2ncccc2[N+](=O)[O-])cc1	-0.1	1	-1.4	0
Cc1nc(Nc2cnc3ccccc3c2)c2cc(C)sc2n1	0.1	-7	1.3	5
Cc1ccc(-c2nnc(Nc3ccc(C(=O)Nc4ccccc4)cc3)c3ccccc23)cc1S(=O)(=O)N(C)C	0.0	10	3.2	-7
CCOC(=O)c1sc(NC(=O)COc2ccccc2C(C)C)c(C(=O)OCC)c1C	0.1	4	-0.3	-3
Fc1ccc(-c2c3c(nc4c2CCc2ccccc2-4)-c2ccccc2CC3)cc1	-0.5	10	-0.6	-4
N#Cc1c(C(Cl)(Cl)Cl)nc(=O)n2ccccc12	0.0	17	-0.4	-2
O=C(O)CCNC(=O)c1ccc(Br)cc1	0.1	-9	0.7	6
O=C1N[C@@H](CO)C(=O)N2CCN(Cc3cnn(-c4ccccc4Cl)c3)C[C@H]12	0.9	-1	-1.3	9

Continued, starting with the last five of the part before.
SMILES	FBW7 activator	TEAD-YAP block	GPR151 activ	MITF primary
CCOC(=O)c1sc(NC(=O)COc2ccccc2C(C)C)c(C(=O)OCC)c1C	0.1	4	-0.3	-3
Fc1ccc(-c2c3c(nc4c2CCc2ccccc2-4)-c2ccccc2CC3)cc1	-0.5	10	-0.6	-4
N#Cc1c(C(Cl)(Cl)Cl)nc(=O)n2ccccc12	0.0	17	-0.4	-2
O=C(O)CCNC(=O)c1ccc(Br)cc1	0.1	-9	0.7	6
O=C1N[C@@H](CO)C(=O)N2CCN(Cc3cnn(-c4ccccc4Cl)c3)C[C@H]12	0.9	-1	-1.3	9
O=C(COc1ccc(Br)cc1)NNC(=O)c1ccccc1Cl	0.1	0	-1.1	8
COc1ccccc1-c1cn2c(NC(=O)Cc3ccccc3C)cnc2cn1	-0.1	3	0.0	-8
COc1ccc(-c2nc3c(c4c2C[C@H](c2ccccc2)OC4)CN(C(=O)c2cc(I)ccc2F)CC3)c(C)c1	0.2	x	-0.5	23
Cc1nc(NC(C)C)ncc1C(=O)NC(C)C	0.8	0	0.9	8
NC(=O)c1nccnc1Nc1ccnc(Nc2ccc(N3CCOCC3)cc2)c1	-1.3	2	1.1	32
O=C(Nc1cc(Cl)ccc1Cl)c1cnn2c1NC(c1cccs1)CC2C(F)(F)F (stereo not given)	0.0	-3	-1.7	-1
CCOc1ccc(-n2c(C)c(C)n3c4c(=O)[nH]c(=O)n(C)c4nc23)cc1	0.0	-12	3.5	-6
COc1ccccc1CNC(=O)CN(c1ccc(Cl)c(Cl)c1)S(C)(=O)=O	0.0	-5	-0.7	-10
Cc1ccc(-c2nc3ccccc3c(=O)n2CC(=O)Nc2ccc(C)c(Cl)c2)cc1	-0.1	-32	-0.8	-9
CCc1cc2c(cc3c(=O)n(CC(=O)NCCCN4CCCC4=O)ncn32)s1	0.0	1	1.2	0
Cc1ncsc1CCC(=O)NCc1nc(N2CCCC2)c2cccc(C)c2n1	-0.2	-5	-0.6	-1
Cc1cc(C)c(C(=O)N2CCOc3ccc(CN4C[C@@H](C)O[C@@H](C)C4)cc3C2)[nH]1	0.0	-5	0.2	-1
COc1ccc(/C(O)=C2\C(=O)C(=O)NC2c2ccc(O)c(OC)c2)cc1 (stereo not given)	-0.1	-7	2.3	-2
Cc1cc(S(=O)(=O)Nc2ccc3c(c2)OCC2CCCN32)c(C)s1 (stereo not given)	-0.6	-6	-0.9	5
Cc1ccc(C(=O)NCCOc2ccccc2)cc1	0.2	73*	-6.0	3
Cc1ccccc1-n1c(=S)sc2c(=O)n(-c3ccccc3)c(SCC(=O)NCc3ccco3)nc21	-0.1	10	-0.1	0
O=C(O)CCC/C=C\C[C@H]1C(=O)C=C[C@@H]1/C=C/[C@@H](O)COc1ccccc1	x	x	3.7	9
O=c1c(-c2ccc(Cl)cc2)c(N2CCOCC2)c1=O	0.1	-1	0.3	0
COc1ccc(Nc2nnc(SC(C)C(=O)NC3CC3)s2)cc1 (stereo not given)	0.1	0	0.4	1
CCSc1nc(-c2ccc(F)cc2)nc2c1c(=O)n(C)c(=O)n2C	0.1	0	1.7	2
Cc1cc(C)n(-c2ccc(CO)cc2)n1	-0.1	6	-0.5	13
Nc1nc(NCCO)cc(-c2csc3ccccc23)n1	0.2	-25	-0.1	2
COc1ccccc1C(=O)NCc1nnc(SCC(=O)N2N=C(c3cccs3)CC2c2cccc(OC)c2OC)n1-c1ccccc1 (stereo not given)	-0.1	-13	0.7	-10
CSc1nc2c(c(=O)n1-c1ccccc1)SCC2	0.4	-3	2.5	2
CC(=O)NCCC(=O)Nc1ccc2c(c1)-c1ccccc1C2	-0.1	-15	2.0	3
Cc1cc(O)cc(O)c1/C=N/NC(=O)c1cc(-c2ccccc2)n[nH]1	-0.2	33*	-0.7	-27
O=C(c1cc(-c2cccc3ncccc23)cc(-n2cnnn2)c1)N1CCCCC1	-0.1	-14	0.2	-10
CC(=O)N1CCN(Cc2ccc3c(c2)CN(C(=O)CCC(C)C)CCO3)CC1	-0.1	11	-0.5	-1
Cc1cccc(-c2noc(CNC(=O)COc3ccc(C)cc3Br)n2)c1	0.0	13	-2.6	-6
COc1ccc(C(=O)N/N=C\c2ccc([N+](=O)[O-])cc2)cc1OC	-0.2	-10	-0.1	-2
CCN(c1ccccc1)c1nc(-c2ccc(OC)cc2)no1	0.3	-66	1.5	0
CCOC(=O)C1=C(C)N=c2s/c(=C/c3ccc(-c4cccc(C(=O)O)c4)o3)c(=O)n2C1c1cc(OC)ccc1OC (stereo not given)	-0.1	-1	-0.4	-13
NS(=O)(=O)c1ccc(N=Cc2c(O)n(-c3cccc(Cl)c3)c(=O)[nH]c2=O)cc1	-0.1	-2	-1.1	17
O=C(CNC(=O)OCc1ccccc1)Nc1ccccc1	0.0	-9	3.3	-3
O=C(Nc1nnc(-c2ccc(F)cc2)s1)C1CCCCC1	0.2	0	0.8	-6
Cc1sc2nc3n(c(=O)c2c1-c1ccccc1)CCCCC3	0.2	7	1.6	-3
CCn1c(N2CCC(C(=O)NCC3CCCO3)CC2)nc2ccccc21 (stereo not given)	-0.1	3	1.7	0
O=C(c1ccc(Cl)cc1)N1CCN(c2ccc([N+](=O)[O-])c(NCc3ccco3)c2)CC1	-0.2	-7	6.0*	8
CCC(=O)N1CCc2cc(Br)cc(S(=O)(=O)N(C)Cc3ccccc3)c21	0.1	1	-0.8	12
C#CCn1c(=NC(=O)c2ccnn2C)sc2cc(F)cc(F)c21	0.0	3	0.3	-7

Of the compounds above, these contain a COOH group.
SMILES	FBW7 activator	TEAD-YAP block	GPR151 activ	MITF primary
O=C(O)CCNC(=O)c1ccc(Br)cc1	0.1	-9	0.7	6
O=C(O)CCC/C=C\C[C@H]1C(=O)C=C[C@@H]1/C=C/[C@@H](O)COc1ccccc1	x	x	3.7	9
CCOC(=O)C1=C(C)N=c2s/c(=C/c3ccc(-c4cccc(C(=O)O)c4)o3)c(=O)n2C1c1cc(OC)ccc1OC (stereo not given)	-0.1	-1	-0.4	-13

Additional compounds follow:
SMILES	FBW7 activator	TEAD-YAP block	GPR151 activ	MITF primary
COc1ccc(CCNC(=O)c2ccc(CNS(=O)(=O)c3ccc(F)cc3)cc2)cc1OC	0.1	7	-0.9	15
CC(C)c1ccc(C(=O)Nc2ccc(-c3nc4ncccc4o3)cc2)cc1	0.2	9	-0.4	19
CC(=O)c1cccc(NC(=O)N2CCCC(N(C)CCc3ccccc3)C2)c1 (stereo not given)	-0.1	1	-0.9	11
O=C(CN1CCSCC1)N/N=C/c1ccc(C(F)(F)F)cc1	-0.1	-12	2.3	17
Cc1cc(O)c(NC(=O)c2ccco2)cc1C	0.0	-12	-1.8	-8
Cc1ccc2c(c1)N/C(=C(/C=C(\Cl)[N+](=O)[O-])[N+](=O)[O-])O2	-0.1	5	0.3	11
COCCn1nnnc1C(c1ccccc1)N1CCN(c2cc(Cl)ccc2C)CC1 (stereo not given)	0.0	-3	-0.2	-14
O=C(C[n+]1ccc2ccccc2c1)c1ccc2c(c1)OCCO2	-0.1	-16	0.2	0
Cc1ncc(CO)c(CNc2ccc(Cl)cc2)c1O	0.5	5	-0.1	11
CCOC(=O)C1CCC(CN(Cc2ccc(OC)cc2)S(=O)(=O)c2cccc(Cl)c2)CC1 (stereo not given)	0.0	1	2.0	3
COC(=O)CCCNC(=O)CCC1(Cc2ccc(OC)c3ccccc23)CCC(=O)N1 (stereo not given)	0.0	14	-0.7	4
COc1ccc(C2CC(C(F)(F)F)n3ncc(C(=O)Nc4ccc5c(c4)CCC5)c3N2)cc1OC (stereo not given)	0.3	-28	3.3	15
COc1ccc(CSc2nc(N)cc(=O)[nH]2)cc1	0.0	-1	-0.6	-1
CCN1CCN(C(=O)c2ccc(N3CC4CC(C3)c3cccc(=O)n3C4)c([N+](=O)[O-])c2)CC1 (stereo not given)	0.0	-4	-0.1	-7
CCOC(=O)c1c(C)[nH]c(=S)c(C#N)c1-c1ccc(Cl)cc1	0.1	9	0.6	13
CC(=O)Nc1ccc(C(=O)N(C)Cc2ccccc2)cc1	0.3	-3	-1.2	2
Cc1cccc(N2CC(C(=O)Nc3ccc(C(=O)OC(C)C)cc3)CC2=O)c1 (stereo not given)	0.2	17	1.0	11
COc1cc(/C=N/NC(=O)c2ccc(Oc3ccc(O)cc3)cc2)cc([N+](=O)[O-])c1O	-0.1	-1	-1.6	-8
COc1ccccc1N1CN(Cc2ccco2)CNC1=S	0.1	1	1.3	6
O=[N+]([O-])c1cc(C(F)(F)F)ccc1NCCNS(=O)(=O)Cc1ccccc1	-0.1	-7	-0.9	1
CN1C(=O)c2ccccc2C(C(=O)NCc2cccs2)C1c1cn(C)c2ccccc12 (stereo not given)	0.1	2	0.7	1
c1ccc(-c2nc(-c3cn[nH]c3-c3ccccc3)[nH]c2-c2ccccc2)cc1	-0.3	10	1.1	0
Cc1nc2ccc3nc(NC(=O)c4ccc(C#N)cc4)sc3c2s1	0.1	-1	0.9	0
NC(=O)CSc1ccc2nnc(-c3ccc(F)cc3)n2n1	-0.2	5	-0.1	3
Cc1nonc1CC(=O)N1CCCC(CNC(=O)C2(c3ccc(Cl)cc3)CC2)C1 (stereo not given)	-0.1	2	-1.1	-20
CCC(C(=O)O)n1cc(C=O)c2ccccc21 (stereo not given)	0.0	4	0.8	-1
O=C(N/N=C/c1ccncc1)c1cc([N+](=O)[O-])cc([N+](=O)[O-])c1	-0.1	1	4.0	12
CCOc1cc(C2NC(=O)NC(C)=C2C(=O)OCc2ccc(C)cc2)ccc1O (stereo not given)	-0.1	-4	0.4	2
O=C(CNS(=O)(=O)c1ccccc1)Nc1cccc([N+](=O)[O-])c1	0.0	4	0.2	1
Cc1c(NC(=O)c2cc([N+](=O)[O-])ccc2Cl)c(=O)n(-c2ccccc2)n1C	-0.1	10	-0.3	0
CC(=O)c1ccc(N2C(=O)N(Cc3ccc(F)cc3)c3ccccc3S2(=O)=O)cc1	0.0	-5	0.5	-8
O=C(Nc1ccc(Oc2ccccc2)cc1)C(F)(F)F	0.1	-3	-0.6	0
C=CCN1C(=O)/C(=C\c2ccc(-c3ccc(C(=O)OCC)cc3)o2)C(=O)NC1=S	-0.9	-40	1.3	-21
COc1ccc(CCNC(=O)c2ccc3c(=O)n(-c4ccccc4)c(=S)[nH]c3c2)cc1OC	-0.1	-4	1.6	-4
O=C(Nc1nc2ccccc2n1CCN1CCCC1)C1CCCCC1	0.0	13	1.8	0
CCOc1ccc(-n2c(SCN3C(=O)c4ccccc4C3=O)nc3c(sc(=S)n3-c3ccc(Cl)c(C)c3)c2=O)cc1	0.3	13	-0.6	8
OC1CCCN(Cc2ccc(Cl)cc2)C1 (stereo not given)	-0.1	6	2.4	4
COCCN1CCN(C(=O)CCc2nnc(CCc3ccc(OC)cc3)o2)CC1	0.2	5	-1.1	5
CCC1(C)Cc2sc3c(=O)[nH]c(=S)[nH]c3c2CO1 (stereo not given)	0.2	4	0.8	31
COc1ccc(Cl)cc1NS(=O)(=O)c1ccc2c(c1)CCN2C(=O)C1CCC1	0.0	17	0.8	6
